# Screens as filed in PubChem BioAssay.
# HSP90 refold inh – HSP90 inhibitors, primary screen, cell lysate, luminescence | Heat shock protein HSP 90 (rabbit reticulocyte lysate; luciferase refolding) | Rabbit reticulocyte lysate, luciferase refolding luminescence, 3 h | inhibition, % at 5.6 µM | 290,000 tested, 0.91% active;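 active = inhibition above the screen-wide mean plus 3 SD, computed separately per campaign, cut at about 16% in these data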;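 also: 0% = DMSO wells and 100% = 60 µM geldanamycin wells; inhibitors lower the luminescence because luciferase stays unfolded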
# KLF5 inhibitor – KLF5 expression inhibitors, primary screen, DLD-1 cells, luminescence; DLD-1 KLF5 promoter-luciferase reporter; inhibition, % at 5 µM; 290,000 tested, 0.23% active; AID 1700, 2009;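 active = inhibition above a per-plate limit of that plate's mean compound inhibition plus 3 SD, cut at about 60% in these data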;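 also: 0% = DMSO wells and 100% = LY294002 at 200 µM; higher means less KLF5 promoter-driven luciferase light; inactives centre near -14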
# AI-2 QS mod – Vibrio harveyi AI-2 quorum sensing modulators, primary screen, JMH597 strain, luminescence/OD600 ratio | Vibrio harveyi JMH597 AI-2 luminescence/OD600 ratio, 9 h; active compounds read low; strain lacks LuxN and CqsS sensors; 0 = neutral-control median | activity change, % at 7.5 µM | 300,000 tested, 0.4% active | AID 2094, 2009; in the data active = activity change below about -75%, passing the limit was not always enough; inconclusive = no clear call, values can overlap the other calls;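 also: luminescence divided by OD600 gain over 9 h not by final OD600 alone; inactives centre near 13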
# Platelet DG rel – inhibitors of platelet dense granule secretion, primary screen, cell-based, MLPCN, human platelets. human platelet-rich plasma, SFLLRN dense granule ATP release, luminescence. inhibition, %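 (compounds screened at 7.5 µM in platelet-rich plasma)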. 300,000 tested, 0.22% active. AID 1663, 2009;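 active = mean replicate score, as percent of positive control, at or above 50; inconclusive = mean below 50 but at least one replicate at or above 50; inactive = mean and every replicate below 50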
# HDAC3 inhib – HDAC3 deacetylase inhibitors, primary screen, biochemical, fluorescence, cell-free homogeneous. 320,000 tested, 0.15% active. recombinant HDAC3, fluorogenic peptide/trypsin coupled. inhibition, % at 8.3 µM. Histone deacetylase 3 (Homo sapiens), O15379; in the data active = inhibition above about 26%, passing the limit was not always enough; inconclusive = no clear call, values can overlap the other calls
# Target sequence (O15379 whole entry, looked up): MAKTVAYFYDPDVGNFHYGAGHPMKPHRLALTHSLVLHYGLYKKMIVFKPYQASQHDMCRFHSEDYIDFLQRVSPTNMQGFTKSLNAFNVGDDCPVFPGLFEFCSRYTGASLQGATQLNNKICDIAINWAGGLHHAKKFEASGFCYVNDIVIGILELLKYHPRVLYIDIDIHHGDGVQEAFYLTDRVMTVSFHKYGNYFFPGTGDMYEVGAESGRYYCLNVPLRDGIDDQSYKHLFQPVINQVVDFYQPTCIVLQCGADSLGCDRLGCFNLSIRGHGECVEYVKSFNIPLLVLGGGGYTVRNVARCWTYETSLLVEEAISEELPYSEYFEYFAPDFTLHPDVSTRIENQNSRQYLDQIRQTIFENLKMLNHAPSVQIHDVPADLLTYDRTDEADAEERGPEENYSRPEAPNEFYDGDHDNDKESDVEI
# HSF-1 act – HSF-1 activators, primary screen, NIH3T3-HGL cells, MG132 stress, luminescence, single point; 300,000 tested, 1.7% active; activation, % at 9 µM; NIH3T3-HGL HSF-1 luciferase reporter, 8 h; 100% = twice DMSO control signal;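 active = mean replicate activation of at least 50% with a set share of replicates each reaching 50%; inconclusive = only one of those two conditions met; inactive = mean below 50% and too few replicates reaching it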;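 also: 0% = median of the neutral control wells and 100% = twice that signal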
# IEC-6 cytotox – cytotoxicity in IEC-6 intestinal epithelial cells, primary screen, cytotoxicity control for KLF5 inhibitor project, cell-based, luminescence | IEC-6 cytotoxicity, luminescence viability | 290,000 tested, 0.78% active | inhibition, % at 5 µM; in the data active = inhibition above about 22%;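 also: 0% = plate median of test compound wells and 100% = cytotoxic reference compound wells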
# HSF1 inhib – HSF1 inhibitors in luciferase reporter cells, primary screen, cell-based, NIH3T3, luminescence | NIH3T3-HGL HSE-luciferase, MG132-induced, luminescence 8 h; active compounds read low | activity change, negative = inhibition, % at 7.5 µM (by protocol) | 300,000 tested, 0.77% active | AID 2098, 2009;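 active = more than half of replicate wells show activity change below -50%, luminescence cut by over half; inconclusive = some wells, but at most half, below -50%; inactive = no replicate well below -50%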;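 also: luciferase reports HSF-1 transcriptional activity via heat shock element; 0% = median of DMSO wells and -100% = zero luminescence signal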
# HIF activator – HIF pathway transcriptional activators, primary screen, cell-based, U2OS HRE-luciferase, luminescence. activation, % at 7.5 µM (by protocol). U2OS HRE-luciferase reporter; normalized: DMSO 0%, desferrioxamine 100%. 300,000 tested, 0.32% active;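 active = mean activation of at least 10% of the iron chelator positive control signal, with at least half of replicates also reaching 10%; inconclusive = mean and replicate majority disagree about reaching 10%; inactive = mean and most replicates under 10%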
# aSyn 5UTR inh – MLPCN primary screen, SNCA 5' untranslated region; alpha-synuclein 5'UTR reporter, inhibitor activity; inhibition, % (tested at 7.5 µM); 300,000 tested, 0.82% active; in the data active = inhibition above about 60%; inconclusive = no clear call, values can overlap the other calls;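 also: H4 neuroglioblastoma cells stably carrying SNCA 5'UTR luciferase fusion; 0% = DMSO wells and 100% = positive control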
# Starred values were filed as active, the others as inactive; ? = inconclusive; nt = no result given.
SMILES,HSP90 refold inh,KLF5 inhibitor,AI-2 QS mod,Platelet DG rel,HDAC3 inhib,HSF-1 act,IEC-6 cytotox,HSF1 inhib,HIF activator,aSyn 5UTR inh
C[C@H](NC(=O)OCc1ccccc1)C(=O)NNC(=O)[C@H](C)NC(=O)OCc1ccccc1,nt,nt,16,-2,-2,1,nt,-5,0.6,14
COc1ccc(CCNCC(=O)Nc2ccc(OC(F)(F)F)cc2)cc1OC,6,-22,1,3,4,-6,5,1,0.6,32
CCOc1ccc2[nH]cc(C(=O)N3CCN(C4CCCCC4)CC3)c(=O)c2c1,-2,-24,1,-4,2,3,-2,7,-0.3,9
O=C(c1cccs1)c1cn(CC(=O)N2CCc3ccccc3C2)c2ccccc12,1,1,49,-2,3,30,0,22,-0.1,13
Cc1ccccc1NC(=S)N(C)C1(c2ccccc2Cl)CCCCC1=O (stereo unspecified),-1,-19,100,-2,?,13,0,0,-0.1,14
O=c1c(-c2cc3ccccc3o2)[n+]([O-])c2ccccc2n1OCc1ccccn1,9,-3,11,-1,5,29,12,21,2.1,-174
Cc1c(Cc2ccccc2)c(=O)oc2cc(OCc3ccc(C(=O)O)cc3)ccc12,2,-34,18,-4,5,7,2,-9,0.0,-6
Cc1[nH]c2ccccc2c1C(=O)CSc1n[nH]c(N)n1,4,-14,29,-5,11,9,2,-4,-0.1,1
CS(=O)(=O)c1ccc(Cl)c(C(=O)NC2CCSc3ccccc32)c1 (stereo unspecified),6,16,8,-3,1,-7,4,-4,0.1,19
Cc1nn(-c2ccccc2)c(C)c1/C=N/O,1,-34,11,0,1,1,-2,-1,0.5,-2
Cc1ccc(C)c(-n2c(-c3ccc(Br)cc3)csc2=NC(=O)c2ccccc2F)c1,3,0,11,-5,nt,-7,-4,-10,-7.4,24
Cc1ccc(-n2c(N)c(Br)c(=O)[nH]c2=O)cc1C,-1,-3,18,-5,-3,-5,10,-1,-0.3,-4
O=C(/C=C/c1ccc(F)cc1)N1CCN(S(=O)(=O)/C=C/c2ccccc2)CC1,-2,-7,5,7,7,-26,-9,-15,-0.8,14
CCn1c(CNC(=O)c2ccc(OC)c(OC)c2)nnc1SCC(=O)Nc1ccc(OC)cc1,-6,-13,4,-1,-6,3,0,-5,0.3,13
O=C(CSc1nnnn1-c1ccccc1F)NNC(=O)c1ccco1,2,20,33,-1,2,-4,8,3,-1.1,-9
Cc1cccc(NC(=S)NC(C)(C)CC(C)(C)C)c1,-1,-7,-24,-9,6,14,-3,-2,-0.5,-21
CSc1cccc(NC(=O)NNC(=O)C2CCN(S(=O)(=O)N(C)C)CC2)c1,-4,-17,21,-6,3,11,-7,-9,0.2,-4
COc1ccc(-c2nnc(SCC(=O)c3cc(C)n(Cc4cccs4)c3C)o2)cc1,5,-13,15,9,-4,-4,2,4,-0.6,-4
COc1ccc2[nH]c3c(c2c1)CCN1C(=O)N([C@@H](C)C(=O)NC2CCCCC2C)C(=O)[C@]31C (stereo partly specified),5,17,-7,2,4,0,11,3,-0.1,7
O=C(NCCCSc1ccccc1)c1cccnc1,-8,-49,17,-6,-12,-4,-10,-8,0.1,-12
O=C1c2ccccc2C(=O)N1CCOc1ccccc1,-2,-77,-18,0,1,125*,0,80,2.1,-96
COc1cc(/C=N\Nc2ccc([N+](=O)[O-])cn2)ccc1OCC(=O)O,1,-43,17,2,9,0,1,-4,-0.7,-17
CC(C)N1C(=O)NC2(c3ccccc3)N(C)C(=O)N(C)C12c1ccccc1 (stereo unspecified),2,-15,19,3,-4,-3,-3,-9,0.1,-8
CCN(c1ccccc1)S(=O)(=O)c1ccc2[nH]c(=O)c(=O)[nH]c2c1,1,-17,14,-3,-8,25,2,1,-0.3,10
CCn1c(CC(=O)Nc2ccccc2)nnc1SCC(=O)Nc1nncs1,-3,-16,50,-2,-3,4,-3,0,0.3,28

# Part of the list above, limited to HIF activator.
smiles	HIF activator
CSc1cccc(NC(=O)NNC(=O)C2CCN(S(=O)(=O)N(C)C)CC2)c1	0.2
COc1ccc(-c2nnc(SCC(=O)c3cc(C)n(Cc4cccs4)c3C)o2)cc1	-0.6

# (cont.)
SMILES,HSP90 refold inh,KLF5 inhibitor,AI-2 QS mod,Platelet DG rel,HDAC3 inhib,HSF-1 act,IEC-6 cytotox,HSF1 inhib,HIF activator,aSyn 5UTR inh
CN(C(=O)COC(=O)c1ccc2c(=O)n3c(nc2c1)CCC3)c1ccccc1,4,-32,-2,3,-2,42,-2,15,-0.3,8
CCOc1ccc(/C=C\c2nc(O)c([N+](=O)[O-])c(=O)[nH]2)cc1OCC,-2,-61,26,-1,1,-1,-1,-5,0.4,9
O=S(=O)(/N=C(/Nc1cc(N2CCOCC2)ncn1)c1ccccc1)c1ccccc1,2,-13,35,4,-2,-16,4,-9,0.7,-4
CC(C)Cc1ccccc1S(N)(=O)=O,-4,-20,17,-12,-7,-7,4,-7,-2.2,-17
O=C(COc1ccc2c3c(c(=O)oc2c1)CCC3)NCCN1CCOCC1,0,-33,18,-8,-2,-31,-6,-4,-0.4,-4
CC(NC(=O)OC1CCCCC1)N1C(=O)C2C3C=CC(C3)C2C1=O (stereo unspecified),-3,-6,40,-16,0,5,-1,-4,0.0,15
Cc1ccc(C)c(NC(=O)c2cc3ccccc3o2)c1,-2,-53,-5,5,2,9,8,10,5.7,-172
COc1ccc(NC(=O)/C(=C\c2cccs2)NC(=O)c2ccco2)cc1,2,-22,11,6,-5,1,-1,-9,-0.2,-10
CCNS(=O)(=O)c1ccc(NC(=O)Nc2cccc(C(F)(F)F)c2)cc1,1,-19,7,-1,15,-17,10,-15,-0.4,-7
CCN(CC)CCCNc1cc(C(F)(F)F)c(C#N)c2nc3ccccc3n12,1,-12,7,2,-13,-10,8,-7,-0.5,7
O=C(c1cc(N2C(=O)C3C4CCC(C4)C3C2=O)ccc1Cl)N1CCN(c2ccccc2)CC1 (stereo unspecified),2,-25,12,9,3,15,-1,0,-0.3,36
CCCCNC(=O)Cn1cnc2ccc(S(=O)(=O)N3CCC(C)CC3)cc2c1=O,0,-9,46,9,-4,4,-7,-2,-0.1,-17
O=C(C1CCCN(Cc2cc(Br)ccc2O)C1)N1CCCCC1 (stereo unspecified),-1,-38,-2,-3,2,-5,-6,0,-0.6,4
c1ccc(SCCc2ccncc2)cc1,3,-31,5,-14,-6,8,4,4,2.0,-38
O=C(NCCN1CCN(c2ccccc2)CC1)Nc1cccc(Cl)c1,-5,-24,3,7,3,-18,2,-5,-0.4,0
CN(CCc1ccccn1)Cc1ccc(Cl)cc1Cl,-1,-1,-4,0,0,27,-3,6,1.5,-33
CC(=O)NCc1ccc(S(=O)(=O)N/N=C/c2ccc(N(C)C)cc2)cc1,-2,-9,32,3,4,1,-4,2,-0.1,3
CC(C)n1c(N2CCN(S(=O)(=O)c3cccc([N+](=O)[O-])c3)CC2)nc2ccccc21,-1,-4,24,6,-1,14,1,5,-2.8,19
Cc1ccc(NC(=O)CSc2nnc3c(n2)[nH]c2ccccc23)cc1,-4,-4,30,-25,-1,-1,-2,-6,-0.7,13
O=C(O)c1cc(NS(=O)(=O)c2ccc(N3CCCCC3)c([N+](=O)[O-])c2)cc(C(=O)O)c1,3,-9,-1,-7,6,-2,-1,-13,-0.2,10
CCC(=O)Nc1nnc(-c2ccco2)o1,2,-31,39,10,1,2,-1,-1,-0.2,-6
Cc1ccc(C)c(-c2cc(C(=O)NCc3cccs3)c3ccccc3n2)c1,3,-14,11,0,11,22,2,1,-0.7,6
c1cc2cn[nH]c2cc1NC1CCCCCC1,0,-12,19,-7,-8,32,2,-2,-0.1,-34
O=C(NCCN1CCN(C(=O)C(c2ccccc2)c2ccccc2)CC1)C(=O)Nc1ccccc1,1,-23,-4,3,3,-10,-3,-4,0.2,-6
COc1ccc(NC(=O)N2CCCc3ccccc32)c(OC)c1,-4,-40,3,10,13,2,-1,6,0.9,18
SMILES,HSP90 refold inh,KLF5 inhibitor,AI-2 QS mod,Platelet DG rel,HDAC3 inhib,HSF-1 act,IEC-6 cytotox,HSF1 inhib,HIF activator,aSyn 5UTR inh
COc1ccccc1Cc1noc(C(C)(C)NC(=O)c2ccccc2)n1,4,1,45,-5,5,0,1,6,0.0,8
COc1cccc(C2=NC(C)(C)NC(c3ccccc3O)C2)c1 (stereo unspecified),-1,-45,4,nt,-2,nt,3,nt,nt,nt
O=[N+]([O-])c1ccc2c(c1)ncn2CCc1ccccc1,9,-43,16,2,6,46,5,21,-0.3,-6
CCCC(=O)N1CCCC(c2nc(-c3cccc(OC)c3)no2)C1 (stereo unspecified),3,-123,9,-9,-6,17,6,15,-5.3,-84
CC(C)c1ccccc1NC(=O)Nc1ccc2c(c1)OCO2,-4,-13,23,12,14,11,-5,-1,0.9,-4
CCCS(=O)(=O)N1CCC(C(=O)NC2CCCCC2C)CC1 (stereo unspecified),1,-10,22,0,0,-13,-3,-5,0.4,0
O=C(CN1CCc2ccccc2C1)Nc1ccccc1N1CCCCCC1,0,-19,26,2,6,-6,0,-4,-0.5,8
CCOC(=O)c1c(/N=C/c2cc([N+](=O)[O-])ccc2O)sc(C)c1C,1,-26,26,-7,-7,29,-4,1,-0.2,-8
O=C(O)c1ccccc1C(=O)N1N=C2/C(=C/c3cccc([N+](=O)[O-])c3)CCCC2C1c1cccc([N+](=O)[O-])c1 (stereo unspecified),11,-12,1,3,3,6,-2,7,-0.5,-37
Cc1cc(Cl)ccc1NC(=S)NCC(O)c1ccccc1 (stereo unspecified),-3,-33,10,7,3,16,3,0,-10,-11
CCn1c(SCC(=O)Nc2nonc2C)nnc1-c1ccoc1C,0,-6,5,-3,4,-5,3,-2,-0.1,-11
Cc1cc2c(Nc3ccc(O)cc3)ncnc2s1,-1,-8,-2,1,-1,12,3,11,0.3,-14
O=C(COc1ccc([N+](=O)[O-])cc1)Nc1nc(-c2ccccn2)cs1,nt,nt,-21,-2,0,12,nt,-1,1.1,?
NC(=O)NCc1ccccc1F,-2,-3,20,4,4,-2,-2,-4,-0.4,-6
CCCN(CC1CC1)C(=O)CSc1ncnc2sc(C)c(C)c12,0,1,20,2,2,22,-2,9,-0.5,-2
CNC(=O)CSc1nnc(-c2ccc(S(=O)(=O)N3CCCC3)cc2)n1-c1cccc(C)c1C,3,2,5,0,-5,5,10,5,0.3,1
Cn1c(C(=O)Nc2ccc3c(c2)OCO3)cc2sccc21,-6,-184,18,-1,-6,66*,8,31,2.3,-245
O=C(N/N=C\C=C\c1ccc(Br)cc1)c1ccc2c(c1)OCO2,4,-39,nt,-5,-5,8,-3,3,1.4,7
COc1ccc(OCC(=O)Nc2c(C)ccc3nsnc23)cc1,-1,14,36,-5,-4,-11,-4,-1,0.3,12
CN(C)c1oc(COc2ccccc2F)nc1C#N,-4,-43,23,-1,-2,-11,-9,3,0.6,-33
